OX1R antagonist: antagonists of human orexin 1 receptor | O43613 | CHO/OX1R cells, Fluo-8 calcium fluorescence, orexin A | inhibition, % at 5 µM | 330,000 compounds, 0.43% hits | AID 434989;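 active = inhibition above its plate's threshold, mean inhibition of all tested compounds on the plate plus 3 SD, cut at about 37% in these data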;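 also: 0% = orexin A challenge wells and 100% = SB-334867-A antagonist wells; not every result past the cut was called active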
Target sequence (O43613 whole entry, looked up): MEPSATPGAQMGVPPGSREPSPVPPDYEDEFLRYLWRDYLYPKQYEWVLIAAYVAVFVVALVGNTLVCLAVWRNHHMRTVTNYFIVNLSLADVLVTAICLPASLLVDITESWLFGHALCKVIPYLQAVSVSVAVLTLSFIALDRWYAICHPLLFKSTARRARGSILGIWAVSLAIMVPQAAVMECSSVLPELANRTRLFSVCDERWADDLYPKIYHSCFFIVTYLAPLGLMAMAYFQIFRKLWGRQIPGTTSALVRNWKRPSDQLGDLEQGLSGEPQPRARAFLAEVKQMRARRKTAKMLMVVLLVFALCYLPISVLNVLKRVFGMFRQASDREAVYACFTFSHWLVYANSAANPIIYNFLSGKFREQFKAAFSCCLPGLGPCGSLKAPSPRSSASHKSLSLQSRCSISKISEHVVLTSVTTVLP
CHT PAM: human CHT allosteric activation. Q9GZV3. CHT-expressing cells, membrane potential dye, choline EC20; hits give high values; LV-AA mutant CHT in HEK293 cells. B-score at 10 µM. 310,000 compounds, 0.49% hits. AID 488977;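 active = initial fluorescence not abnormally high and integrated response B-score, plate-corrected, over 3 SD above library mean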
Target sequence (Q9GZV3 whole entry, looked up): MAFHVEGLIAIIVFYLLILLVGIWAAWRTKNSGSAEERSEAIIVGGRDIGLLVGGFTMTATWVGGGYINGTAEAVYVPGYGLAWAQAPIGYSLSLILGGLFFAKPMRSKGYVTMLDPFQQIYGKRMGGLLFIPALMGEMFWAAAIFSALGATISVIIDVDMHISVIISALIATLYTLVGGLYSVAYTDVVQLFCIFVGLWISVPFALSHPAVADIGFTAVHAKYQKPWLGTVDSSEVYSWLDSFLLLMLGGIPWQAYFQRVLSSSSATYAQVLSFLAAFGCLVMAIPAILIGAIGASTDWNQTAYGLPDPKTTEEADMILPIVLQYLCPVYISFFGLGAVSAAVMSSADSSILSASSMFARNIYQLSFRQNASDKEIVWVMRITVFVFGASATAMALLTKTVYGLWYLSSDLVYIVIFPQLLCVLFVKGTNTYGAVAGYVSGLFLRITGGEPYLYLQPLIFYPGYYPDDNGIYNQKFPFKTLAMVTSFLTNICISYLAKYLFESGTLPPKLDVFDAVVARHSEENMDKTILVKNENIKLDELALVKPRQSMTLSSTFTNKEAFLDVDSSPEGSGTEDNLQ
An asterisk follows results filed as active.

Results for NC(=O)C(=O)N/N=C/c1c2ccccc2cc2ccccc12 ?
OX1R antagonist: -6; CHT PAM: inactive

What do the screens show for `CC(=O)N1CC(C)Oc2ccc(S(=O)(=O)NC(CC(=O)O)c3ccccc3C)cc21` (configuration not stated)?
OX1R antagonist: -1; CHT PAM: inactive

Results for CC(=O)N1CCCc2cc(S(=O)(=O)Nc3cccc(C)c3C)ccc21 ?
OX1R antagonist: -35; CHT PAM: inactive

Results for COc1ccc(NC(=O)N2CCC(n3nnc4cc(C)ccc43)CC2)cc1 ?
OX1R antagonist: -34; CHT PAM: inactive

Results for O=C(CCN1C(=O)/C(=C/c2ccccc2Cl)SC1=S)NNC(=O)c1cccnc1 ?
OX1R antagonist: -9; CHT PAM: inactive

What do the screens show for `O=C(NNC(=S)Nc1ccc(Cl)cc1)c1ccccc1`?
OX1R antagonist: 1; CHT PAM: inactive

Results for c1ccc(NCc2nnc3n2CCCCC3)cc1 ?
OX1R antagonist: 5; CHT PAM: inactive

Results for Cc1nn(-c2ccccn2)c2c1-c1nc(N3CCOCC3)ncc1CC2 ?
OX1R antagonist: -20; CHT PAM: inactive

How did C=CC1=C(C(=O)O)N2C(=O)C(NC(=O)Cc3ccccc3)C2SC1 (configuration not stated) do in these assays?
OX1R antagonist: -12; CHT PAM: inactive

What do the screens show for `O=C1CCCN1CCCNc1ncnc2c1cnn2-c1ccc(Cl)cc1`?
OX1R antagonist: -4; CHT PAM: inactive

How did CN(C)CC(C(=O)c1ccccc1)c1ccccc1 (configuration not stated) do in these assays?
OX1R antagonist: 9; CHT PAM: inactive

Results for COc1ccc(CNC(=O)COc2ccc(S(=O)(=O)N3CCCCC3)cc2)cc1 ?
OX1R antagonist: -15; CHT PAM: inactive

What do the screens show for `Cc1ccc(-n2nc(C)c3c2OC(N)=C(C#N)C3c2ccc(C)o2)cc1` (configuration not stated)?
OX1R antagonist: -19; CHT PAM: inactive

How did Cc1[nH]c2ccccc2c1C(=O)COc1ccccc1 do in these assays?
OX1R antagonist: -9; CHT PAM: inactive

How did Cn1c2ccc(F)cc2c2nc3ccccc3nc21 do in these assays?
OX1R antagonist: 17; CHT PAM: inactive

How did COc1ccc(-n2c(C)cc(C(=O)Cn3nc(C(=O)O)c4ccccc4c3=O)c2C)cc1 do in these assays?
OX1R antagonist: -30; CHT PAM: inactive

How did Cc1csc(NC(=O)CN2C(=O)C3CC=CCC3C2=O)n1 (configuration not stated) do in these assays?
OX1R antagonist: -9; CHT PAM: inactive

How did Cc1ccc(C(=O)COC(=O)CNC(=O)C(c2ccccc2)c2ccccc2)cc1[N+](=O)[O-] do in these assays?
OX1R antagonist: -18; CHT PAM: inactive

How did O=C(Nc1cccc([N+](=O)[O-])c1)Nn1cnnc1 do in these assays?
OX1R antagonist: -1; CHT PAM: inactive

What do the screens show for `O=C(NC(Cc1ccccc1)C(=O)O)/C(=C/c1ccc(Cl)cc1)NC(=O)c1ccco1` (configuration not stated)?
OX1R antagonist: -13; CHT PAM: inactive

Compounds listed so far containing a furan ring, fused or not:
What do the screens show for `Cc1ccc(-n2nc(C)c3c2OC(N)=C(C#N)C3c2ccc(C)o2)cc1` (configuration not stated)?
OX1R antagonist: -19; CHT PAM: inactive

What do the screens show for `O=C(NC(Cc1ccccc1)C(=O)O)/C(=C/c1ccc(Cl)cc1)NC(=O)c1ccco1` (configuration not stated)?
OX1R antagonist: -13; CHT PAM: inactive

The listing continues:
Results for Clc1nc2ccccc2cc1-c1nnn(-c2ccccc2Br)n1 ?
OX1R antagonist: -21; CHT PAM: inactive

What do the screens show for `COc1ccc(-c2nnc(SCC(=O)NC3CCCCC3)o2)cc1`?
OX1R antagonist: -20; CHT PAM: inactive

What do the screens show for `COc1cccc(-n2nnnc2SCC(=O)c2ccc(NC(C)=O)cc2)c1`?
OX1R antagonist: -3; CHT PAM: inactive

Results for CCOc1ccc(CC2S/C(=N/N=C/c3ccco3)NC2=O)cc1 (configuration not stated) ?
OX1R antagonist: 0; CHT PAM: inactive

What do the screens show for `COc1ccc(N2CCN(C(=O)Cn3cnc4c3c(=O)n(C)c(=O)n4C)CC2)cc1`?
OX1R antagonist: -20; CHT PAM: inactive

Results for COc1ccc(C2(C(=O)N3CCC(n4nc(-c5ccccc5)oc4=O)CC3)CC2)cc1 ?
OX1R antagonist: -7; CHT PAM: inactive

How did Cn1c(=O)[nH]c(=O)c2c1nc(SCCN1CCOCC1)n2CCCc1ccccc1 do in these assays?
OX1R antagonist: -15; CHT PAM: inactive

Results for CC(C)c1ccc(C2(C)NC(=O)N(CC(=O)NC3(C#N)CCCC3)C2=O)cc1 (configuration not stated) ?
OX1R antagonist: -1

Results for O=C(NNC(=O)c1cccc(Br)c1)Nc1ccc(Cl)cc1 ?
OX1R antagonist: 8; CHT PAM: inactive

What do the screens show for `Cc1nn(CCC#N)c2nc(-c3ccccc3)cc(C(F)(F)F)c12`?
OX1R antagonist: -33; CHT PAM: inactive

What do the screens show for `COc1cccc(-n2nnnc2SCC(=O)NCc2ccc3c(c2)OCO3)c1`?
OX1R antagonist: -29; CHT PAM: inactive

What do the screens show for `O=C(Nc1cc2c(cc1Cl)OCCCO2)c1ccco1`?
OX1R antagonist: -6; CHT PAM: inactive

What do the screens show for `Cn1c(=O)c(=O)n(C)c2cc(S(=O)(=O)NCCc3ccccc3)ccc21`?
OX1R antagonist: -12; CHT PAM: inactive

What do the screens show for `Oc1ccccc1N1CCN(C(c2ccccc2)c2ccccc2)CC1`?
OX1R antagonist: -39; CHT PAM: inactive

How did Cc1ccccc1C(=O)Nc1nnc(SCC(=O)NC2CC2)s1 do in these assays?
OX1R antagonist: -12; CHT PAM: inactive

What do the screens show for `CCC1(c2ccccc2)NC(=O)N(CC(=O)Nc2ccc3c(C)cc(=O)oc3c2)C1=O` (configuration not stated)?
OX1R antagonist: 1; CHT PAM: inactive

How did CCOc1ccc(CC(=O)NC2CC(C)(C)N(C)C(C)(C)C2)cc1OCC do in these assays?
OX1R antagonist: 0

What do the screens show for `Cc1cc(C)n(-c2nc(N(C)C)nc(N(C)C)n2)n1`?
OX1R antagonist: -16; CHT PAM: inactive

Results for NC(=O)c1ccccc1Nc1nc2nc3ccccc3c(=O)n2cc1Br ?
OX1R antagonist: -5; CHT PAM: inactive

Results for CC(NC(=O)/C=C/c1ccco1)c1nc2ccccc2n1Cc1c(Cl)cccc1Cl (configuration not stated) ?
OX1R antagonist: -31; CHT PAM: inactive

How did CC(C)(C)C(=O)COC(=O)C1CC(=O)N(c2ccccc2)C1 (configuration not stated) do in these assays?
OX1R antagonist: -16; CHT PAM: inactive

Results for CN(CC(=O)Nc1ccccc1C(=O)N1CCCC1)S(=O)(=O)c1ccc(Cl)cc1 ?
OX1R antagonist: -22; CHT PAM: inactive

How did Cc1ccc(OCCCNC2CCCC2)cc1 do in these assays?
OX1R antagonist: -17; CHT PAM: inactive

How did COc1cc(NC(=O)c2ccccc2)c(OC)cc1NC(=O)CSc1[nH]c(=O)cc(C)c1C#N do in these assays?
OX1R antagonist: -21; CHT PAM: inactive

How did Cc1ccc(-c2csc(CC(N)=O)n2)cc1 do in these assays?
OX1R antagonist: -16; CHT PAM: inactive

Results for O=c1c2c3c(sc2nc2n1CCCC2)CCC3 ?
OX1R antagonist: -11; CHT PAM: inactive

How did COc1ccccc1CCNC(=O)CN1C(=O)c2ccccc2S1(=O)=O do in these assays?
OX1R antagonist: -14; CHT PAM: inactive

How did Cc1[nH]c2ccc(Br)cc2c(=O)c1CN1CCCCC1 do in these assays?
OX1R antagonist: -13; CHT PAM: inactive

How did Cc1ccc(-n2c3c(cc(C(=O)O)c2=O)C(=O)CC(C)(C)C3)cc1 do in these assays?
OX1R antagonist: 2; CHT PAM: inactive

How did O=C(CCc1ccccc1)Nc1cc2c(cc1Cl)OCCO2 do in these assays?
OX1R antagonist: -24; CHT PAM: inactive

How did COc1ccc(F)cc1C(=O)C1CCCN(Cc2cccn2-c2cccnc2)C1 (configuration not stated) do in these assays?
OX1R antagonist: -23; CHT PAM: inactive

How did O=C(Nc1cccc(F)c1)N(Cc1ccc(Cl)cc1)CC(O)C(F)(F)F (configuration not stated) do in these assays?
OX1R antagonist: 13; CHT PAM: inactive

What do the screens show for `CCOC(=O)CSc1ccc(-c2nc3ccccc3[nH]2)cn1`?
OX1R antagonist: -42; CHT PAM: inactive

What do the screens show for `O=C(c1ccc(S(=O)(=O)N2CCOCC2)cc1)N1CCN(c2ccccc2)CC1`?
OX1R antagonist: -12; CHT PAM: inactive

What do the screens show for `N=C1/C(=C/c2cccn2-c2cccc([N+](=O)[O-])c2)C(=O)N=C2SC=CN12`?
OX1R antagonist: -25; CHT PAM: inactive

Results for C=CCN(C(=O)C1=NN(C2CCS(=O)(=O)C2)C(=O)CC1)c1nc(-c2ccc([N+](=O)[O-])cc2)cs1 (configuration not stated) ?
OX1R antagonist: -19; CHT PAM: inactive

How did COc1cccc(-c2ccc(C#N)c(=O)[nH]2)c1 do in these assays?
OX1R antagonist: -11; CHT PAM: inactive

How did O=S(=O)(Nc1ccn(-c2ccccc2)n1)c1ccc(Br)cc1 do in these assays?
OX1R antagonist: 4; CHT PAM: inactive

How did COc1ccc(CN2CCCCCC2)cc1Br do in these assays?
OX1R antagonist: -2; CHT PAM: inactive

What do the screens show for `CN(Cc1cccc(F)c1)C(=O)c1ccccc1Sc1ccccc1C#N`?
OX1R antagonist: -21; CHT PAM: 7.2*

Results for COc1ccccc1NC(=O)COC(=O)c1[nH]c(=O)[nH]c(=O)c1N ?
OX1R antagonist: 7

Results for CCCOC(=O)c1cccc(NC(=O)C(C)(C)C)c1 ?
OX1R antagonist: -16; CHT PAM: inactive

What do the screens show for `CC(=O)Nc1cc[n+](C(C)C(=O)c2ccccc2)cc1` (configuration not stated)?
OX1R antagonist: 3; CHT PAM: inactive

How did CCN(C(=O)COC(=O)c1ccc(Cl)c(S(=O)(=O)N2CCCCC2)c1)C1CCS(=O)(=O)C1 (configuration not stated) do in these assays?
OX1R antagonist: -12

How did CN1CCN(c2ccccc2/C=C2/C(=O)Nc3ccccc32)CC1 do in these assays?
OX1R antagonist: -15; CHT PAM: inactive

What do the screens show for `O=C(COC(=O)c1cccc(Cl)c1Cl)NCCN1C(=O)CSC1=O`?
OX1R antagonist: -1; CHT PAM: inactive

What do the screens show for `Cc1ccc(C(=O)N2C(=S)C(c3ccc(F)cc3)=NC23CCN(C)CC3)cc1`?
OX1R antagonist: -1; CHT PAM: inactive

What do the screens show for `Cc1sc(NC(=O)c2ccco2)c(C(c2cccnc2)N2CCN(CCO)CC2)c1C` (configuration not stated)?
OX1R antagonist: -25; CHT PAM: inactive

What do the screens show for `OCCC1CN(Cc2ccc3nsnc3c2)CCN1CCc1ccccc1` (configuration not stated)?
OX1R antagonist: -33; CHT PAM: inactive

Results for CC1SC(c2cccc(Cl)c2)NC1=O (configuration not stated) ?
OX1R antagonist: -4; CHT PAM: inactive

What do the screens show for `COc1ccc(NC(=O)C2CCN(C(=O)NCc3ccccc3)CC2)cc1`?
OX1R antagonist: -14; CHT PAM: inactive

What do the screens show for `C=CCN(CC=C)C(=S)Nc1ccccc1`?
OX1R antagonist: 12; CHT PAM: inactive

What do the screens show for `O=C(N/N=C/c1ccccc1O)c1ccncc1`?
OX1R antagonist: 7; CHT PAM: inactive

How did Cn1nc(-c2ccc(OCC(=O)Nc3cccnc3)cc2)c2ccccc2c1=O do in these assays?
OX1R antagonist: -7; CHT PAM: inactive

How did Cc1sc2nc(CSCC(=O)NC(C)(C)C)[nH]c(=O)c2c1C do in these assays?
OX1R antagonist: -18; CHT PAM: inactive

What do the screens show for `CC(C)CC(=O)NC(NC(=S)Nc1cccc2cccnc12)C(Cl)(Cl)Cl` (configuration not stated)?
OX1R antagonist: -7; CHT PAM: inactive

What do the screens show for `COc1ccc(CCNC(=O)CSc2ccc(-c3ccco3)nn2)cc1`?
OX1R antagonist: -18; CHT PAM: inactive

How did N#C/C(C(=O)c1ccccc1)=C1/CCCN1 do in these assays?
OX1R antagonist: 7; CHT PAM: inactive

Results for O=S(=O)(c1cccc(Cl)c1Cl)N1CCN(C(=S)NCCCN2CCOCC2)CC1 ?
OX1R antagonist: -29; CHT PAM: inactive

How did CC1CC(=O)N(c2ccc(Br)cc2)C(=O)C1 do in these assays?
OX1R antagonist: -2; CHT PAM: inactive

Results for COc1nnc(-c2ccc(N3CCOCC3)c(NC(=O)c3ccc(C)cc3)c2)c2ccccc12 ?
OX1R antagonist: -20; CHT PAM: inactive

Results for O=C(C1CCC(CNS(=O)(=O)c2ccc(F)cc2)CC1)N1CCOCC1 (configuration not stated) ?
OX1R antagonist: -14; CHT PAM: inactive

How did COc1cccc(NC(=O)Cc2ccc(C)cc2)c1 do in these assays?
OX1R antagonist: -7; CHT PAM: inactive

Results for CCOc1ccc(NC(=O)CCS(=O)(=O)c2ccc(C)cc2)cc1 ?
OX1R antagonist: -32; CHT PAM: inactive

Filtered by structure: those above containing fluorine (7)
How did Cn1c2ccc(F)cc2c2nc3ccccc3nc21 do in these assays?
OX1R antagonist: 17; CHT PAM: inactive

What do the screens show for `Cc1nn(CCC#N)c2nc(-c3ccccc3)cc(C(F)(F)F)c12`?
OX1R antagonist: -33; CHT PAM: inactive

How did COc1ccc(F)cc1C(=O)C1CCCN(Cc2cccn2-c2cccnc2)C1 (configuration not stated) do in these assays?
OX1R antagonist: -23; CHT PAM: inactive

How did O=C(Nc1cccc(F)c1)N(Cc1ccc(Cl)cc1)CC(O)C(F)(F)F (configuration not stated) do in these assays?
OX1R antagonist: 13; CHT PAM: inactive

What do the screens show for `CN(Cc1cccc(F)c1)C(=O)c1ccccc1Sc1ccccc1C#N`?
OX1R antagonist: -21; CHT PAM: 7.2*

What do the screens show for `Cc1ccc(C(=O)N2C(=S)C(c3ccc(F)cc3)=NC23CCN(C)CC3)cc1`?
OX1R antagonist: -1; CHT PAM: inactive

Results for O=C(C1CCC(CNS(=O)(=O)c2ccc(F)cc2)CC1)N1CCOCC1 (configuration not stated) ?
OX1R antagonist: -14; CHT PAM: inactive

Bioassay records from PubChem BioAssay.
